# Source: PubChem (several laboratories)
# APP transl inh: APP translation inhibition | SH-SY5Y APP 5'UTR-luciferase reporter, luminescence | inhibition, % at 2 µM | actives 0.82% (n = 190,000) | AID 1285;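 active means inhibition above a set limit, derived from the sample mean plus 3 SD, cut at about 45% in these data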; further: values of inactives mirror those of a sister screen read the other way
# HMGR II inh: blocks class II HMG-CoA reductase of Enterococcus faecalis | purified E. faecalis HMGR, NADPH absorbance 340 nm kinetic | inhibition, % at 10 µM | actives 0.41% (n = 190,000) | AID 1066;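 active means inhibition above a set limit, the median over all tested compounds plus 3 SD, cut at about 9.5% in these data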;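 further: enzyme runs in reverse so mevalonate oxidation gives rising NADPH absorbance; 0% = complete reaction with DMSO and 100% = background rate lacking mevalonate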
# Hsp70 act: transcriptional activators of Hsp70; HeLa Hsp70 promoter luciferase reporter, luminescence; scaled: vehicle 0, proteasome-inhibitor control 100%; activation, % at 10 µM; actives 0.04% (n = 200,000); AID 1203;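 active means activation above the mean across all tested compounds plus 3 SD, cutoff set per campaign, cut at about 5.5% in these data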;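 further: 100% = MG132 at 30 µM as the positive control and 0% = DMSO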
# STAT1 activator: increases IFN-gamma driven STAT1 reporter signal; NIH 3T3 STAT1-luciferase reporter, luminescence; 100% = IFN-gamma alone, no compound; activation (% of control), % at 5.5 µM; actives 2.6% (n = 200,000);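 active means activation above the screen-wide mean activation plus 3 SD, cut at about 130% in these data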;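 further: raw ratio to IFN-gamma control signal so 100% means no change and 0% no light; values of inactives mirror those of a sister screen read the other way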
# NF-kB expr up: NF-kB expression increase, human neuronal cells | NF-kB reporter expression; hits give high values | fold change at 12.5 µM | actives 1.6% (n = 190,000); in the data active means fold change above about 3.3
# G6PDH counter: inhibits Leuconostoc G6PDH, flagging false hits in G6PDH-based assays | Purified L. mesenteroides G6PDH, diaphorase/resazurin coupled fluorescence, 45 min | inhibition, % at 5 µM | actives 0.12% (n = 200,000) | AID 1020; in the data active means inhibition above about 50%
# APP 5'UTR act: activates APP 5'UTR luciferase reporter; AID 1276; SH-SY5Y APP 5'UTR luciferase reporter, luminescence; zero percent = DMSO vehicle wells; activation, % at 2 µM; actives 1% (n = 190,000);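 active means activation above a set limit, based on mean plus 3 SD of controls, cut at about 140% in these data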; further: values of inactives mirror those of a sister screen read the other way
# FLuc stim CS: firefly luciferase counter-screen for stimulation assays; P08659; ATPlite luciferase biochemical, luminescence, 10 min; 0 = ATP-free wells, 1 = DMSO control; activation factor at 10 µM; 200,000 tested, under 10 active;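 active means luciferase activation factor, scaled between plate controls, of at least 2 with compound at 10 µM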
# Target sequence (P08659 whole entry, looked up): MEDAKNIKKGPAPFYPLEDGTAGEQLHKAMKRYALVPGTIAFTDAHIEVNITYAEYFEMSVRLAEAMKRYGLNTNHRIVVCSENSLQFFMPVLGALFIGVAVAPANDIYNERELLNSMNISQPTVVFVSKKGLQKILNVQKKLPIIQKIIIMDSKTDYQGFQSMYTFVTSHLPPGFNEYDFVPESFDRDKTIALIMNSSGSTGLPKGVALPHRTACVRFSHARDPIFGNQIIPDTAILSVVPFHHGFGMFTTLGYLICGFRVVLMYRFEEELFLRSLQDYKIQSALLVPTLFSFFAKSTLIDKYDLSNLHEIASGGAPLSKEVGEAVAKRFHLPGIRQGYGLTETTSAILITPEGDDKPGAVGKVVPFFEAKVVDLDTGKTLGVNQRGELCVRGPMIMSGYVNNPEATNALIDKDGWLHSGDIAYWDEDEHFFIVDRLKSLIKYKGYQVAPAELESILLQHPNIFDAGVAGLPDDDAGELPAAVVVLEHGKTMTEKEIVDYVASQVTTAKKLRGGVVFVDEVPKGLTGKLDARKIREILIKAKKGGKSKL
#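 assay system = Luciferase/luciferin detection reagent, cell-free biochemical luciferase assay | also added = ATP substrate | times = 10 min post-reagent at room temperature | measured by = luminescence from luciferase reaction | measure = luciferase activation, seen as luminescence increase over controls | benchmarks = low control with PBS replacing ATP, high control enzyme plus ATP without compound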
# DTT redox prof: compounds producing H2O2 with reducing agent – biochemical, NIH compound library profiling, artefact control for MLSCN library redox annotation, primary screen; DTT-dependent redox cycling H2O2, phenol red/HRP absorbance; 100% = 100 µM peroxide control, 0% = buffer; activation, % at 10 µM; actives 0.03% (n = 200,000); AID 878;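 active means activation of at least 50% relative to the plate's high and low controls in the primary single-dose screen; inactive means activation below 50%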;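 further: compound incubated with DTT at 0.8 mM final as the reducing agent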
# FLuc inh counter: counter-screen for luciferase assay inhibitors: firefly luciferase inhibition; actives 1.5% (n = 200,000); P08659; ATPLite firefly luciferase biochemical luminescence, 10 min; inhibition, % at 10 µM;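 active means inhibition above about 50% when tested at 10 µM, limit read from the data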
# Active calls of the source: *; x = no result given.
SMILES,APP transl inh,HMGR II inh,Hsp70 act,STAT1 activator,NF-kB expr up,G6PDH counter,APP 5'UTR act,FLuc stim CS,DTT redox prof,FLuc inh counter
CCOC(=O)N1CCC(N(CCN(C)C)C(=S)Nc2ccccc2C)CC1,7.3,0.3,-0.4,104.0,1.14,-11.2,-7.3,1,0.3,-1.2
CN(C)S(=O)(=O)N(CC(=O)Nc1ccccc1F)c1ccccc1,1.0,2.4,-0.1,95.9,1.39,-1.8,-1.0,1,0.6,-4.8
C=CCNC(=O)Cn1nc(-c2ccccc2)ccc1=O,14.7,-5.0,-0.5,100.9,1.13,2.9,-14.7,1.1,0.3,-6.2
COc1ccccc1NC(=O)C1=C(C)NC(=O)NC1c1ccccc1F (centres undefined),-22.3,2.1,-0.1,96.3,0.98,5.2,22.3,1,0.2,-2.1
CCC(C)C1NC(=S)N(Cc2ccccc2)C1=O (centres undefined),-7.2,1.2,-0.3,92.6,1.25,6.7,7.2,1.1,-1.0,-5.2
CC(=O)N1CCC2(CC1)C(C#N)=C(N)Oc1n[nH]c(C(F)(F)F)c12,-17.0,0.1,-0.4,92.4,1.18,2.8,17.0,1.1,0.2,-7.8
CCCn1c(SCC(=O)Nc2cccc(Cl)c2Cl)n[nH]c1=O,-8.3,-5.8,-0.3,103.0,0.83,3.2,8.2,1.1,-0.4,-9.0
O=C(Cc1ccccc1)Nc1ccc2oc(-c3ccncc3)nc2c1,7.0,-4.8,-0.1,99.5,1.21,8.0,-7.0,1,-1.5,4.5
COc1ccc(Nc2ncnc3ccc([N+](=O)[O-])cc23)c(OC)c1,2.6,-7.3,-0.1,105.8,1.1,-1.0,-2.6,1.1,0.8,-9.0
O=C(CSc1nnc2scc(-c3ccccc3)n12)N1CCCc2ccccc21,5.4,-1.7,-0.4,101.0,1.04,6.4,-5.4,1,2.8,-4.4
C=CCn1c(-c2ccccc2)nc2nc3ccccc3nc21,-0.1,3.8,-0.2,115.0,1.01,2.5,0.1,0.9,-0.5,9.8
NNC(=O)c1ccc(COc2cccc3cccnc23)cc1,-25.8,-5.5,0.2,110.5,1.01,3.2,25.8,1,0.1,-4.1
Cc1ccccc1NS(=O)(=O)c1ccc(N2CCCC2=O)cc1,74.4*,-2.4,-0.1,101.0,1.11,1.3,-74.4,1,1.8,-3.7
NC(=O)NC(=O)COC(=O)CCCc1c[nH]c2ccccc12,9.4,1.3,-0.2,99.0,1,7.3,-9.4,1,-0.3,-1.8
CCOC(=O)C(=O)c1csc(NC(=O)CCSc2ccc(C)cc2)n1,14.5,-2.9,-0.2,95.4,1.61,0.8,-14.5,1.1,-0.9,-7.7
O=C(O)C1CC(=O)N(c2ccc(OCc3ccccc3)cc2)C1 (centres undefined),6.1,-1.0,-0.1,96.3,1.16,9.7,-6.1,1,0.0,0.4
Cc1cccc(CN2CCNC2=O)c1,-8.6,-11.4,0.4,91.8,1.12,5.8,8.6,1,-0.8,0.5
CCOc1ccccc1NC(=O)C1CCCN(S(=O)(=O)c2c(C)[nH]c(=O)[nH]c2=O)C1 (centres undefined),45.4*,1.2,-0.3,90.4,1.23,2.1,-45.4,1.1,1.4,-6.0
CCCCNC(=O)C1CCN(C(=O)Nc2ccc(C)cc2)CC1,-42.2,1.6,-0.1,102.0,1.3,1.6,42.2,1.1,0.3,-6.0
COc1ccc(Br)cc1/C=N/NC(=O)c1cccc(S(=O)(=O)N2CCOCC2)c1,-16.1,1.9,-0.1,89.3,1.3,-0.9,16.1,1,-0.9,-3.9
COc1cc2nc(NCCCN3CCN(C)CC3)n3nc(-c4ccccc4)nc3c2cc1OC,x,-3.8,-0.3,101.9,0.37,17.7,x,1,0.5,4.3
COc1ccccc1NC(=O)Cn1nnc(-c2ccccc2NS(=O)(=O)c2ccccc2)n1,2.6,-7.1,-0.1,92.3,0.65,4.3,-2.6,1,-0.4,-1.1
CCS(=O)(=O)c1nc(S(=O)(=O)c2ccc(Cl)cc2)c(N2CCc3ccccc3C2)s1,-6.4,1.1,-0.3,95.5,0.8,14.0,6.4,1,2.7,-3.5
COc1ccc(NS(=O)(=O)c2ccc(Br)s2)cc1OC,-11.4,-4.1,-0.3,96.0,1.01,6.6,11.4,1.2,0.9,-19.7
COc1ccc(/C=N/NC(=O)c2nc(-c3ccccc3)cc(-c3ccccc3)n2)cc1O,-10.8,1.9,-0.3,130.8*,0.6,1.8,10.8,0.9,-0.3,13.6
COc1ccc(C2CC(c3ccccc3)=NN2C(=O)COC(=O)C2CC2)cc1 (centres undefined),-9.5,0.1,0.1,101.5,1.11,11.5,9.5,1.1,-0.1,-9.9
Cc1ccc(N2C(=O)C(Cl)=C(NCc3ccccc3)C2=O)c(C)c1,2.4,-1.7,-0.1,103.1,1.33,7.0,-2.4,1,0.8,0.5
COc1ccc(-c2nnn(Cc3nn[nH]n3)n2)cc1OC,-2.7,-0.4,-0.2,100.3,1.23,6.8,2.7,1,2.7,-2.3
CCc1ccc(C2c3[nH]c4ccccc4c3CCN2C(=O)CNC(N)=O)cc1 (centres undefined),1.3,-7.8,-0.3,97.9,1.07,8.6,-1.3,1,-0.3,-4.9
COc1ccc(NC(=O)c2cc([N+](=O)[O-])ccc2N2CCCC2)cc1,-23.0,-2.4,-0.4,92.1,1.69,10.9,23.0,1,-1.8,-1.8
O=C(CSc1nc2ccccc2s1)NCCOc1ccc(Cl)cc1,-19.3,3.3,-0.2,99.5,1.05,-5.5,19.3,1,-8.3,-0.2
CC(C)(O)C#Cc1ccc(C(=O)N2CCN(c3ccccc3)CC2)cc1,12.3,0.5,-0.2,103.3,1.04,0.5,-12.3,1,-0.5,-4.0
O=C(CC1S/C(=N/N=C/c2c[nH]c3ccc(OCc4ccccc4)cc23)NC1=O)Nc1ccccc1 (centres undefined),3.8,-7.4,-0.1,85.6,1.12,-0.6,-3.8,1,0.1,0.1
NS(=O)(=O)c1ccc(CCNC(=O)CCCCCn2c(=S)[nH]c3ccc(Br)cc3c2=O)cc1,-3.6,-4.8,-0.2,90.4,1.12,-1.0,3.6,1,-0.6,-1.1
Cc1ccc(C2CC(c3cccs3)n3nc(N)nc3N2)cc1 (centres undefined),2.5,-0.9,-0.1,103.9,0.68,7.7,-2.5,1,2.4,-2.5
O=C(CCN1CCN(c2ccc(Cl)cc2)CC1)Nc1nccs1,-0.4,-2.4,0.1,104.0,1.12,19.6,0.4,1,0.0,-1.0
CC(=O)N(CCCN(C)C)c1nc2ccc(C)cc2s1,-3.2,-4.3,0.0,101.3,1.14,0.2,3.2,1,-0.5,-4.5
CN(C1CCCCC1)S(=O)(=O)c1ccc(NC(=O)c2ccc(Br)o2)cc1,-16.0,2.9,-0.3,97.0,0.98,5.8,16.0,1,1.7,-4.3
O=C1CSC2=NCN(c3ccccc3)CN12,11.4,1.8,-0.3,106.8,1.02,-14.6,-11.4,1,1.6,-2.1
COc1ccc(-n2c(SCC(N)=O)nc3sc4c(c3c2=O)CCC4)cc1,25.6,-5.6,-0.3,96.7,1.22,12.8,-25.6,1,0.8,-2.9

# Sorted by the number under HMGR II inh (smallest number first): some entries from above
smiles,HMGR II inh
CCc1ccc(C2c3[nH]c4ccccc4c3CCN2C(=O)CNC(N)=O)cc1 (centres undefined),-7.8
COc1ccccc1NC(=O)Cn1nnc(-c2ccccc2NS(=O)(=O)c2ccccc2)n1,-7.1
O=C(CCN1CCN(c2ccc(Cl)cc2)CC1)Nc1nccs1,-2.4
COc1ccc(/C=N/NC(=O)c2nc(-c3ccccc3)cc(-c3ccccc3)n2)cc1O,1.9

# Further results follow.
SMILES,APP transl inh,HMGR II inh,Hsp70 act,STAT1 activator,NF-kB expr up,G6PDH counter,APP 5'UTR act,FLuc stim CS,DTT redox prof,FLuc inh counter
COC(=O)c1ccc(OCC2c3cc(OC)c(OC)cc3CCN2C(=O)C2CC2)cc1 (centres undefined),-13.2,-3.2,-0.3,91.1,0.47,2.3,13.2,1.1,2.3,-9.1
O=C(/C=C/c1ccc2c(c1)OCO2)NCc1cn2cc(Cl)ccc2n1,-11.7,-9.5,0.1,104.4,1.09,-0.2,11.7,0.9,0.4,5.7
COc1ccc(CN(C)Cc2nc3scc(-c4ccccc4)c3c(=O)[nH]2)cc1OC,-0.5,0.5,-0.3,91.2,0.88,7.0,0.5,1,-0.2,-3.8
CCS(=O)(=O)Nc1ccc(-c2ccc(NS(=O)(=O)CC)c(OC)c2)cc1OC,19.1,-2.0,-0.4,94.8,0.78,10.3,-19.1,1,2.5,-1.6
C=CCN1C(=O)C(CC(=O)Nc2ccccc2)SC1=Nc1c(C)n(C)n(-c2ccccc2)c1=O (centres undefined),-11.0,0.4,-0.2,102.0,1.08,11.7,11.0,1,1.9,-2.6
CC(C)(C)OC(=O)NNC(=O)c1ccc(Cl)cc1,-6.0,1.0,-0.2,103.9,1.27,-1.4,6.0,1,2.0,0.2
O=C(O)c1cc(S(=O)(=O)NCC2CCCO2)ccc1Cl (centres undefined),-0.4,-4.8,-0.4,96.8,1.05,1.8,0.4,1,3.1,-4.0
Cn1c(CSc2ncccn2)nnc1SCC(=O)N1CCCC1,-2.6,-4.5,0.0,102.0,1.15,11.4,2.6,1,-0.8,-2.8
CC1CCc2sc(C(=O)Nc3ccc(N4CCOCC4)cc3)cc2C1 (centres undefined),-13.3,-4.0,-0.5,96.7,1.12,-5.1,13.3,1,-0.4,2.0
CCc1nnc(NC(=O)CSc2nnnn2-c2cccc(C(C)=O)c2)s1,-17.1,0.4,0.0,90.4,1,13.3,17.1,1,-0.3,-1.9
CC(=O)c1ccc(N2CC(C)(C)C2=O)cc1,-9.5,-2.5,0.1,97.2,1.22,2.4,9.5,1,-0.6,-0.3
O=C(Nc1ccccc1)C1CC2CCCC(C1)C2=O (centres undefined),-9.4,-2.6,0.9,94.9,0.95,15.0,9.4,1,2.4,-0.5
COC(=O)C1=C(C)N(C)C(=S)N(C)C1c1ccc(OC)cc1 (centres undefined),-28.9,12.2*,-0.1,104.7,0.83,1.1,28.9,1.1,-2.1,-5.9
O=C(OCC(=O)c1ccc[nH]1)c1ccccc1,-1.8,-1.4,0.3,137.9*,1.66,4.6,1.8,1,-1.8,2.8
c1ccc(-c2nc(-c3ccncc3)no2)cc1,-103.3,-1.0,-0.1,137.5*,2.17,-5.6,103.3,0.7,3.4,27.2
Cc1nnc(SCc2cc(=O)[nH]c(Nc3nc(C)c4ccccc4n3)n2)s1,4.7,x,-0.3,104.9,x,x,-4.7,x,3.0,x
CCOc1ccccc1CNC(=O)CCCc1cn(C)c2ccccc12,-4.2,0.1,-0.2,101.3,0.96,21.0,4.2,1.1,-0.2,-10.7
Cc1ccc(N=Nc2c(C)[nH]n(C(N)=S)c2=O)cc1,-47.8,-0.3,-0.1,136.6*,2.65,2.1,47.8,0.7,-0.3,33.1
O=C(CSc1nncn1-c1ccccc1)Nc1ccc(N2CCOCC2)cc1,-12.6,-0.5,0.6,102.2,1.2,1.3,12.6,1,-2.0,-3.0

# One compound at a time, from the list above:
# Results for CCc1ccc(C2c3[nH]c4ccccc4c3CCN2C(=O)CNC(N)=O)cc1 (centres undefined) = APP transl inh = 1.3; HMGR II inh = -7.8; Hsp70 act = -0.3; STAT1 activator = 97.9; NF-kB expr up = 1.07; G6PDH counter = 8.6; APP 5'UTR act = -1.3; FLuc stim CS = 1; DTT redox prof = -0.3; FLuc inh counter = -4.9
# Results for CCOC(=O)C(=O)c1csc(NC(=O)CCSc2ccc(C)cc2)n1 = APP transl inh = 14.5; HMGR II inh = -2.9; Hsp70 act = -0.2; STAT1 activator = 95.4; NF-kB expr up = 1.61; G6PDH counter = 0.8; APP 5'UTR act = -14.5; FLuc stim CS = 1.1; DTT redox prof = -0.9; FLuc inh counter = -7.7
